Bioassay records: PubChem BioAssay, several laboratories
Avidin fluor: avidin bead compound fluorescence profile; Avidin beads, compound fluorescence 488/530 nm, flow cytometry; active compounds read high; fluorescence (KMESF) at 10 µM; 220,000 tested, 0.38% active; AID 1775; in the data active = fluorescence above about 47; note: inactives centre near 10
ABCB1 block: blocks JC-1 efflux by human ABCB1 transporter. CCRF-Adr cells, flow cytometry. inhibition, % at 6.6 µM. 190,000 tested, 0.067% active. AID 1326; in the data active = inhibition above about 40%;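 note: 0% = vehicle and 100% = reference inhibitor; higher value means more JC-1 retained so stronger ABCB1 efflux block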
Rab7 wt GTP bind: alters GTP binding to wildtype dog Rab7. GST-Rab7 beads, fluorescent GTP binding, flow cytometry; actives lie on both sides; untreated = 100%, excess cold GTP = 0%. GTP binding activity (percent of control), % at 10 µM. 190,000 tested, 0.055% active;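 active = fluorescent GTP binding to Rab7 beads changed by at least 20 points from the 100% baseline, either direction, mostly lower; inconclusive = compound itself probably fluorescent, or too few beads counted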;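 note: median green fluorescence of bound Bodipy-FL-GTP per Rab7 bead population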
ABCG2 inh: human ABCG2 inhibition, ABCB1 as counter-screen. Q9UNQ0. IgMXP3 cells, JC-1 efflux, flow cytometry. inhibition, % at 6.6 µM. 190,000 tested, 0.1% active;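 active = inhibition above 80%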;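 note: 0% = DMSO and 100% = nicardipine control wells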
Target sequence (Q9UNQ0 whole entry, looked up): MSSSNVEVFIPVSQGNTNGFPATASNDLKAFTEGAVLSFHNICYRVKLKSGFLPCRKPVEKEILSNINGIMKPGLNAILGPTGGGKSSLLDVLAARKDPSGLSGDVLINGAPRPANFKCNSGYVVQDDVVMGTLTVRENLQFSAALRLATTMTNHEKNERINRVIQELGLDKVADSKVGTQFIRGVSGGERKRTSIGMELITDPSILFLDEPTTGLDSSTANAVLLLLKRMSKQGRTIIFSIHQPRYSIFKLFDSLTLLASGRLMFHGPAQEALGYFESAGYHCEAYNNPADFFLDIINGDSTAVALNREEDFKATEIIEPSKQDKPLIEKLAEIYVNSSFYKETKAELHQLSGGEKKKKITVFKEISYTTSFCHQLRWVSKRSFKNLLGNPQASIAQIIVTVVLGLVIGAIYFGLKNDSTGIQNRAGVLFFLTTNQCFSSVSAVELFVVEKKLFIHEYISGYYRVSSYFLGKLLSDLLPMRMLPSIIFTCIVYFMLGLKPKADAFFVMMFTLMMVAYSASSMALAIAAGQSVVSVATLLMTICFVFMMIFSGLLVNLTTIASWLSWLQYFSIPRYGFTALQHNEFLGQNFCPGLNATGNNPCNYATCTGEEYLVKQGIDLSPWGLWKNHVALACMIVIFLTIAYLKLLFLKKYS
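System: two drug-resistant human cell lines, ABCG2 and ABCB1; controls: nicardipine high and DMSO low controls; times: 10 min exposure at 25 °C with rotation, no wash; detection: flow cytometry of retained JC-1 fluorescence; read-out basis: percent efflux inhibition, scaled nicardipine 100% to DMSO 0%; doses: one concentration, 6.6 µM final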
Rac1 wt modul: modulators of human Rac1 wildtype GTP binding; P63000; GST-Rac1 beads, fluorescent GTP binding, flow cytometry; actives lie on both sides; 0 = cold GTP competed, 100 = untreated; GTP binding activity (% of control), % at 10 µM; 190,000 tested, 0.27% active; AID 757;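 active = GTP binding activity at least 20 points away from the 100% control level, either lower or higher; inconclusive = compound flagged as likely green fluorescent, judged across all proteins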
GSH bead fluor: compound fluoresces at 488/530 nm on GSH beads. fluorescence (KMESF) at 10 µM. 190,000 tested, 0.25% active. AID 1776. GSH beads flow cytometry, compound fluorescence 488/530 nm; active compounds read high; in the data active = fluorescence above about 89;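 note: glutathione beads carrying GST-tagged Bcl family fusion proteins plus one bare bead set; values are compound well signal with DMSO vehicle wells as background; inactives centre near 16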
Rab2 wt GTP: changes GTP binding to wildtype dog Rab2A, up or down. P61105. GST-Rab2 wt beads, Bodipy-GTP binding, flow cytometry. GTP binding activity, % at 10 µM. 190,000 tested, 0.19% active;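 active = GTP binding activity at least 20 points away from 100%, either lowered or raised; inconclusive = signal likely due to the compound's own green fluorescence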;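 note: 0% = beads with excess unlabeled GTP and 100% = no-compound control corrected for plate trend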
Pf gamet viab: P. falciparum stage V gametocyte viability inhibition; P. falciparum stage V gametocytes, ATP luminescence, 24 h; inhibition, % at 10.9 µM; 150,000 tested, 0.065% active; AID 743093;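 active = inhibition above the mean plus 3 SD of compounds within the control limits, set per campaign, cut at about 38% in these data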;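 note: 0% = DMSO wells and 100% = medium only without gametocytes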
HRas wt GTP: changes GTP binding to wildtype human HRas; P01112; GST-Ras wt beads, Bodipy-FL-GTP binding, flow cytometry; actives lie on both sides; GTP binding activity, % at 10 µM; 190,000 tested, 0.14% active; AID 759;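 active = GTP binding activity at least 20% away from the 100% baseline, either lowered as inhibitor or raised as activator; inconclusive = flagged as likely green fluorescent, judged across all proteins in the well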;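 note: 0% = unlabeled GTP competition control and 100% = no-compound control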
Target sequence (P01112 whole entry, looked up): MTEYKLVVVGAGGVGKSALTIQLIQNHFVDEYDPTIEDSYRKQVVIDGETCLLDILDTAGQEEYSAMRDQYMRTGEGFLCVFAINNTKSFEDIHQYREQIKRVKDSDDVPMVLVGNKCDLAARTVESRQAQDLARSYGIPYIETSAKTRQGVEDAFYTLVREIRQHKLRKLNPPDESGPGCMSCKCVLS
Rac1 mut GTP: alters GTP binding to activated mutant human Rac1; percent activity (GTP binding), % at 10 µM; GST-Rac1 activated beads, fluorescent GTP binding, flow cytometry; actives lie on both sides; 100% means binding = to untreated wells; P63000; 190,000 tested, 0.11% active;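 active = GTP binding at least 20 percentage points away from the 100% baseline, in either direction, so actives lie on both sides; inconclusive = Compound likely fluorescent itself, or too few beads counted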
Cdc42 wt GTP: changes GTP binding to wildtype human Cdc42 | P60953 | 190,000 tested, 0.2% active | GST-Cdc42 beads, Bodipy-GTP binding, flow cytometry; actives lie on both sides | percent activity (GTP binding), % at 10 µM;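 active = percent activity GTP binding at least 20 points away from the 100% baseline, either down as inhibitor or up as activator; inconclusive = compound flagged as likely green fluorescent from well-wide comparison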;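 note: median bead fluorescence of bound Bodipy-FL-GTP at 100 nM; 0% = excess unlabeled GTP control and 100% = no compound control; below 100% means less GTP binding so inhibitor and above means activator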
Target sequence (P60953 whole entry, looked up): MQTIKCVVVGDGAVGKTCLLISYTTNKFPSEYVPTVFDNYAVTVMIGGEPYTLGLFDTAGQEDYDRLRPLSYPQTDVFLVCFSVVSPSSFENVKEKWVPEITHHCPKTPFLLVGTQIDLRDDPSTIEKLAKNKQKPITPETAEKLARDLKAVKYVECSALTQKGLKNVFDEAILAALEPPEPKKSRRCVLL
* hit, by the source's call; ? = inconclusive; / = no result given.

| canonical_smiles | Avidin fluor | ABCB1 block | Rab7 wt GTP bind | ABCG2 inh | Rac1 wt modul | GSH bead fluor | Rab2 wt GTP | Pf gamet viab | HRas wt GTP | Rac1 mut GTP | Cdc42 wt GTP |
| --- | --- | --- | --- | --- | --- | --- | --- | --- | --- | --- | --- |
| COc1cccc(CNS(=O)(=O)c2cccc(S(=O)(=O)N3CCOCC3)c2)c1 | 7 | 0.3 | 99 | 1 | 102 | 36 | 102 | / | 102 | 99 | 103 |
| Cc1cc(=O)[nH]c(SCC(=O)Nc2cc(S(=O)(=O)N(C)C)ccc2Cl)n1 | 10 | 0.5 | 101 | 3 | 98 | 14 | 97 | 17 | 96 | 95 | 94 |
| O=C(Nc1nc2n(n1)C(c1ccc(Cl)cc1)CC(c1ccc(Cl)cc1)N2)c1ccco1 (stereo not given) | 13 | 0.7 | 98 | 3 | 98 | 24 | 103 | / | 103 | 100 | 103 |
| O=C(OCc1ccc(Cl)cc1)c1ccccc1C(=O)c1ccccc1 | 14 | 1.4 | 95 | 6 | 101 | 23 | 104 | 23 | 106 | 101 | 106 |
| COC(=O)c1ccc(/C=N/NC(=O)CC(=O)NC(C)C)cc1 | 8 | 0.4 | 96 | 3 | 95 | 26 | 98 | -2 | 99 | 98 | 101 |
| COc1ccccc1-c1ccc(=O)n(CC(=O)Nc2ccc(C(=O)N3CCCC3)cc2)n1 | 7 | 0.2 | 101 | 1 | 108 | 56 | 102 | / | 103 | 101 | 103 |
| O=C(O)c1cccc(CSc2nnc(COc3ccccc3)o2)c1 | 13 | 0.5 | 99 | 2 | 104 | 9 | 100 | 2 | 99 | 100 | 104 |
| CSc1ccc(-c2cccc([N+](=O)[O-])c2)nn1 | 6 | 1.1 | 97 | 4 | 101 | 11 | 96 | 16 | 97 | 94 | 94 |
| CSc1nnc(-c2cccc(NC(=S)NN)c2)o1 | 7 | -2.0 | 97 | 14 | 96 | / | 99 | -4 | 99 | 99 | 102 |
| CN1CC(c2ccccc2)C(c2ccc(Cl)cc2)=N1 (stereo not given) | 13 | 0.7 | 97 | 3 | 102 | 5 | 96 | 1 | 101 | 96 | 97 |
| CCOC(=O)NCc1ccc(CNC(=O)OCC)cc1 | 12 | 1.1 | 101 | 4 | 106 | 40 | 102 | / | 102 | 100 | 105 |
| COc1cccc(/C=N/n2c(C)nc3ccccc32)c1OC | 39 | 1.4 | 92 | 16 | 88 | 31 | 91 | 35 | 92 | 90 | 91 |
| CCN1C(=O)N(C(C)=O)C2C1N(C(C)=O)C(=O)N2C(C)=O (stereo not given) | 10 | 0.7 | 95 | 1 | 97 | 25 | 97 | / | 96 | 98 | 96 |
| COc1ccccc1C(=O)Nc1onc(C)c1C#N | 10 | -0.1 | 110 | 2 | 98 | 21 | 104 | -5 | 96 | 98 | 102 |
| C#CCOCCOCCOCCNc1nc(N2CCN(C(=O)[C@H](C)n3cc(CCCN=C(N)N)nn3)CC2)nc(N2CCN(C(=O)[C@H](CCCCN)n3cc(CCCC)nn3)CC2)n1 | 10 | 0.6 | 103 | -2 | 107 | 17 | 103 | / | 101 | 100 | 105 |
| CCCc1c(C)c2ccc(OCC(C)=O)cc2oc1=O | 32 | 0.2 | 99 | 1 | 102 | 22 | 99 | -16 | 100 | 99 | 101 |

In another format: ten of the compounds above
Below each compound: Avidin fluor | ABCB1 block | Rab7 wt GTP bind | ABCG2 inh | Rac1 wt modul | GSH bead fluor | Rab2 wt GTP | Pf gamet viab | HRas wt GTP | Rac1 mut GTP | Cdc42 wt GTP
- O=C(O)c1cccc(CSc2nnc(COc3ccccc3)o2)c1
  13 | 0.5 | 99 | 2 | 104 | 9 | 100 | 2 | 99 | 100 | 104
- CSc1ccc(-c2cccc([N+](=O)[O-])c2)nn1
  6 | 1.1 | 97 | 4 | 101 | 11 | 96 | 16 | 97 | 94 | 94
- CSc1nnc(-c2cccc(NC(=S)NN)c2)o1
  7 | -2.0 | 97 | 14 | 96 | / | 99 | -4 | 99 | 99 | 102
- CN1CC(c2ccccc2)C(c2ccc(Cl)cc2)=N1 (stereo not given)
  13 | 0.7 | 97 | 3 | 102 | 5 | 96 | 1 | 101 | 96 | 97
- CCOC(=O)NCc1ccc(CNC(=O)OCC)cc1
  12 | 1.1 | 101 | 4 | 106 | 40 | 102 | / | 102 | 100 | 105
- COc1cccc(/C=N/n2c(C)nc3ccccc32)c1OC
  39 | 1.4 | 92 | 16 | 88 | 31 | 91 | 35 | 92 | 90 | 91
- CCN1C(=O)N(C(C)=O)C2C1N(C(C)=O)C(=O)N2C(C)=O (stereo not given)
  10 | 0.7 | 95 | 1 | 97 | 25 | 97 | / | 96 | 98 | 96
- COc1ccccc1C(=O)Nc1onc(C)c1C#N
  10 | -0.1 | 110 | 2 | 98 | 21 | 104 | -5 | 96 | 98 | 102
- C#CCOCCOCCOCCNc1nc(N2CCN(C(=O)[C@H](C)n3cc(CCCN=C(N)N)nn3)CC2)nc(N2CCN(C(=O)[C@H](CCCCN)n3cc(CCCC)nn3)CC2)n1
  10 | 0.6 | 103 | -2 | 107 | 17 | 103 | / | 101 | 100 | 105
- CCCc1c(C)c2ccc(OCC(C)=O)cc2oc1=O
  32 | 0.2 | 99 | 1 | 102 | 22 | 99 | -16 | 100 | 99 | 101

Later entries
| canonical_smiles | Avidin fluor | ABCB1 block | Rab7 wt GTP bind | ABCG2 inh | Rac1 wt modul | GSH bead fluor | Rab2 wt GTP | Pf gamet viab | HRas wt GTP | Rac1 mut GTP | Cdc42 wt GTP |
| --- | --- | --- | --- | --- | --- | --- | --- | --- | --- | --- | --- |
| Cc1cc(C)cc(N(CC(=O)NC2CCCCC2)C(=O)c2ccc(C)s2)c1 | 16 | -0.6 | 98 | -2 | 103 | 29 | 104 | / | 104 | 98 | 105 |
| CC(=O)N(C)c1ccc(OCC(O)Cn2c3ccc(Cl)cc3c3cc(Cl)ccc32)cc1 (stereo not given) | 34 | 3.1 | 98 | 6 | 96 | 18 | 96 | / | 99 | 96 | 98 |
| COc1ccc(OC)c(NC(=O)c2nnn(Cc3ccccc3C)c2N)c1 | 12 | 1.0 | 97 | 5 | 94 | 31 | 96 | -37 | 98 | 93 | 96 |
| NC(=O)NC(Cc1ccccc1)c1ccccc1 (stereo not given) | 24 | 0.6 | 100 | 1 | 98 | 11 | 99 | / | 100 | 98 | 101 |
| CCN(C(=S)Nc1cc(S(=O)(=O)N2CCOCC2)ccc1Cl)c1cccc2ccccc12 | 5 | 0.3 | 102 | 1 | 105 | 10 | 100 | 2 | 101 | 100 | 99 |
| N#C/C(=C/c1ccc(N2CCCCCC2)o1)c1ccc(Cl)cc1 | 8 | 0.8 | ? | 6 | ? | 35 | ? | / | ? | ? | ? |
| CC(C)C(c1nnnn1Cc1ccc2c(c1)OCO2)N1CCN(c2ccccc2)CC1 (stereo not given) | 10 | 0.4 | 104 | 1 | 110 | 13 | 101 | -25 | 101 | 97 | 102 |
| Cc1nnc(-c2cccc(C(F)(F)F)c2)nc1N1CCOCC1 | 8 | 0.8 | 95 | 10 | 97 | 19 | 98 | 7 | 97 | 97 | 94 |
| Cc1cccc(NC(=O)C2C(c3ccccc3)C2(Cl)Cl)c1 (stereo not given) | 14 | 0.5 | 96 | 4 | 101 | 25 | 96 | -29 | 94 | 96 | 98 |
| CNC(=O)C1CC(=O)N(Cc2ccc(OC)c(OC)c2)C(=Nc2ccc(OC)cc2)S1 (stereo not given) | 33 | 0.0 | 105 | 0 | 107 | 19 | 106 | / | 107 | 103 | 108 |
| CC(NC(N)=O)C12CC3CC(CC(C3)C1)C2 (stereo not given) | 21 | 0.8 | 98 | 6 | 106 | 23 | 100 | 17 | 99 | 100 | 104 |
| CCCCCCNC(=O)CCCCCNS(=O)(=O)c1ccc(OC)cc1 | 6 | 2.2 | 102 | 4 | 105 | 28 | 100 | 1 | 101 | 100 | 101 |
| CCSc1nnc(NC(=O)c2csc3c2CCCC3)s1 | 16 | 0.4 | 99 | 0 | 99 | 21 | 99 | 7 | 100 | 99 | 102 |
| CC(=O)c1c(C)[nH]c(C(=O)Nc2ccc3c(c2)OCCO3)c1C | 10 | 3.2 | 99 | 44 | 97 | 38 | 99 | -8 | 97 | 96 | 97 |
| Cc1cc(C)n(C(=O)c2ccc(Cl)c(F)c2F)n1 | 5 | 0.2 | 99 | 0 | 97 | 17 | 98 | 2 | 95 | 95 | 96 |
| Nc1nc2ccccc2n1CCOc1ccccc1Cl | 10 | 1.0 | 103 | 7 | 107 | 13 | 100 | / | 101 | 99 | 105 |
| O=C(CCN1C(=O)C2CCCCC2C1=O)Nc1nc(-c2ccc(F)c(F)c2)cs1 (stereo not given) | 28 | 0.3 | 102 | 4 | 94 | 8 | 97 | / | 97 | 95 | 94 |
| Cc1ccc(-c2oc3ccccc3c(=O)c2OCC(=O)O)cc1 | 13 | 0.1 | 99 | 1 | 89 | 12 | 95 | 15 | 94 | 91 | 89 |
| CCCCCNC(=O)C(C)Sc1ccc(Cl)cc1 (stereo not given) | 11 | -4.0 | 100 | -7 | 107 | 11 | 103 | / | 102 | 100 | 108 |
| CCN(CC)C(=O)/C(NC(=O)c1ccccc1)=C(/Sc1ncccn1)c1ccccc1 | 2 | 1.2 | 99 | 5 | 106 | 6 | 100 | 22 | 102 | 97 | 101 |
| Cc1ccc(-c2cccc(NC(=O)C3C(C(=O)O)[C@@H]4C=C[C@H]3C4)c2)o1 (stereo not given in full) | 9 | 0.3 | 98 | 1 | 93 | 16 | 93 | / | 96 | 92 | 94 |
| COc1cc(C(=S)N2CCOCC2)ccc1OC(=O)Cc1ccc(F)cc1 | 5 | 0.3 | 109 | 1 | 106 | 13 | 105 | 10 | 104 | 100 | 106 |
| C/C=C/C(=O)NCCc1ccc(OC)c(OC)c1 | 10 | 0.0 | 106 | 2 | 99 | 16 | 99 | 26 | 99 | 94 | 93 |
| C=CCN(CC=C)C(=O)c1ccccc1NC(=O)c1ccccc1C | 8 | 0.5 | 101 | 2 | 105 | 20 | 105 | 30 | 106 | 102 | 106 |
| CNCCCCOc1ccc(C(C)(C)C)cc1Cl | 9 | -0.1 | 107 | -1 | 99 | 18 | 104 | 0 | 98 | 94 | 102 |
